Screens (PubChem)
SRC1 inh: inhibits human SRC1 coactivator; hit rate 0.12% among 360,000; inhibition, % at 3.6 µM; HEK293 GAL4-SRC1 luciferase reporter, luminescence;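 active = inhibition above the campaign mean plus 3 SD, with each screening campaign given its own cutoff, cut at about 60% in these data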;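 note: 0% = DMSO treated cells and 100% = gossypol at 36 µM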
C8 TRAIL sens: caspase-8 TRAIL sensitization | NB7+C8 cells + TRAIL, ATPlite viability luminescence | inhibition (viability loss, TRAIL sensitization), % at 10 µM | hit rate 1% among 360,000;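 active = compounds causing at least 50% loss of cell viability in the single-dose screen, relative to plate controls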
LMP1 NFkB inh: Epstein-Barr LMP1 NF-kappaB reporter inhibition; hit rate 0.69% among 350,000; inhibition, % at 12.5 µM; LMP1-induced NF-kappaB luciferase reporter cells, luminescence; in the data active = inhibition above about 41%; inconclusive = no clear call, values can overlap the other calls;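 note: 0% = neutral control wells and 100% = reference inhibitor control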
NR2F2 inh: NR2F2 (human) inhibition, primary screen | HEK293T NGFI-A luciferase reporter, luminescence | P24468 | inhibition, % at 8.6 µM | hit rate 0.7% among 370,000 | AID 686940;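 active = inhibition above a per-plate cutoff, mean inhibition of test wells between control levels plus 3 SD, cut at about 38% in these data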;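 note: cells cotransfected with COUP-TFII expression vector driving the NGFI-A reporter; 0% = median of COUP-TF2 test wells and 100% = reporter-only cells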
CF NFkB inh: inhibitors of cystic fibrosis induced NF-kB. KKLEB NF-kB-GFP reporter, PAF-induced, GFP fluorescence overnight. inhibition, % at 5 µM. hit rate 0.86% among 360,000;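 active = at least 50% inhibition at 5 µM, scaled per plate between neutral and stimulator controls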;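 note: PAF is a Pseudomonas aeruginosa culture filtrate used as stimulus; plate controls were PAF-stimulated DMSO wells for no effect and unstimulated DMSO wells for full effect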
SRC3 inh: human NCOA3 inhibition; Q9Y6Q9; HEK293 GAL4-SRC3 luciferase reporter, luminescence; inhibition, % at 3.6 µM; hit rate 0.17% among 360,000; AID 588352;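 active = inhibition above a per-campaign cutoff, the mean of all compounds plus 3 SD, cut at about 60% in these data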;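 note: 0% = DMSO-treated cells and 100% = gossypol-treated cells at 36 µM; higher means less SRC3-driven luciferase light from the GAL4 reporter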
KKLEB cytotox: reduces viability of KKLEB cystic fibrosis airway cells. AID 602141. activity change (cytotoxicity), % at 5 µM. KKLEB CF airway cells viability, ATPlite luminescence, overnight; hits give low values; cells stimulated with P. aeruginosa culture filtrate. hit rate 0.36% among 360,000;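 active = corrected activity change at or below -50% at 5 µM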
SRC2 inh: inhibits human steroid receptor coactivator 2; Q15596; HEK293 GAL4-SRC2 luciferase reporter, luminescence; inhibition, % at 9 µM; hit rate 0.17% among 370,000;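 active = inhibition above the mean inhibition of all tested compounds plus 3 SD, set per campaign, cut at about 52% in these data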;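 note: 0% = DMSO treated cells and 100% = cells given Gossypol at 36 µM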
Target sequence (Q15596 whole entry, looked up, the tested form may be a part): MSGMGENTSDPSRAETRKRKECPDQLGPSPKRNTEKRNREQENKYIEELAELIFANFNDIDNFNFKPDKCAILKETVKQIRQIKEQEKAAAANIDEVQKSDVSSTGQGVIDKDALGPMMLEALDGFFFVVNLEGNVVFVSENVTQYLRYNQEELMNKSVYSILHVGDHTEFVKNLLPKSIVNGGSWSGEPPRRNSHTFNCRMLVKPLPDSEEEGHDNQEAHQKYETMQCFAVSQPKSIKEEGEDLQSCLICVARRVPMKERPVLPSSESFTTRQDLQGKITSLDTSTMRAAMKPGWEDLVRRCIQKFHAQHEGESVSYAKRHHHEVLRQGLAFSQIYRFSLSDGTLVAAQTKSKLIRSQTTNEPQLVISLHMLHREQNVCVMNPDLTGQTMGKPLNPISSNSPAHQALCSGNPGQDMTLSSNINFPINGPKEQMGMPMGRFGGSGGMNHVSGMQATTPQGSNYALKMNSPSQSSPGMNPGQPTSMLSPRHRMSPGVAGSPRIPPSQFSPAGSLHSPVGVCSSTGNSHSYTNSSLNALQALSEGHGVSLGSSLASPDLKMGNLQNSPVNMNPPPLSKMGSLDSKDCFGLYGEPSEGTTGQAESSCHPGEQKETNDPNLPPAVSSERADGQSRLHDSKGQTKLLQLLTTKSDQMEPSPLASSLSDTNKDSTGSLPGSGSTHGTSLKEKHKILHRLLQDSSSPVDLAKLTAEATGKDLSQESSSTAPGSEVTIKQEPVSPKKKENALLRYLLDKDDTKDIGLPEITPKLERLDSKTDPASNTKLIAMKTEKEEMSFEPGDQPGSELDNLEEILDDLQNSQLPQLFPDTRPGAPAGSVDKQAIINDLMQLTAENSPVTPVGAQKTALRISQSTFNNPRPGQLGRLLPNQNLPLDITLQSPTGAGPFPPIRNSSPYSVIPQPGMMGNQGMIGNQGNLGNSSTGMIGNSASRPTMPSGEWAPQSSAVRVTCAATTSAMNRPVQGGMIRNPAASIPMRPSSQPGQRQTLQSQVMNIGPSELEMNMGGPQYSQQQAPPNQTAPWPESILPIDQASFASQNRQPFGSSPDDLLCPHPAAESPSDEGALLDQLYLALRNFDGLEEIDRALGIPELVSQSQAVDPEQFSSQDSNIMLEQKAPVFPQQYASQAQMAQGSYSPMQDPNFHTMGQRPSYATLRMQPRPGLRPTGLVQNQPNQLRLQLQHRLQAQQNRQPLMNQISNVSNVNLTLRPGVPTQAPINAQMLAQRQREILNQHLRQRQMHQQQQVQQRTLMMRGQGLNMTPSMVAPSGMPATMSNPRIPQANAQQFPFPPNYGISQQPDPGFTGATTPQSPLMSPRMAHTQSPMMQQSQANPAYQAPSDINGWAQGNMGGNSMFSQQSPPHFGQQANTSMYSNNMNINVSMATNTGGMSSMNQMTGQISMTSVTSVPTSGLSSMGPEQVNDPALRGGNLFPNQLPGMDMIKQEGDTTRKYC
LRH-1 inv ag: suppresses constitutive activity of human LRH-1 | hit rate 0.13% among 360,000 | O00482 | inhibition, % at 3.6 µM | HEK293T StAR-luciferase reporter, LRH-1 transfected, 24 h;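 active = inhibition above the mean inhibition of all tested compounds plus 3 SD, cut at about 73% in these data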;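 note: 0% = DMSO wells and 100% = reporter-only cells lacking LRH-1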
TWEAK Fn14 block: inhibitors of TWEAK-Fn14 interaction signaling | TWEAK-stimulated Fn14 reporter cells, luciferase luminescence, 8 h | inhibition, % at 10 µM | hit rate 2% among 360,000; in the data active = inhibition above about 50%
TROY NFkB inh: TROY signaling inhibition; Q293 LMP1-TROYcd NF-kB luciferase reporter, 4 h; inhibition, % at 10 µM; hit rate 0.98% among 360,000; AID 1347056;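 active = compounds whose plate-normalised and pattern-corrected inhibition of the luciferase reporter signal at the single screening dose is 50% or more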
The depositor's hits bear a star; ? = inconclusive; nt = no result given.

(1) CCn1c(CN2CCCCCC2=O)nnc1SCc1cnc(-c2ccccc2)s1
(2) Cc1cccc(C)c1N1CCN(S(=O)(=O)N(C)C)CC1
(3) COc1ccc(S(=O)(=O)N(C)C[C@@H]2OCc3cn(nn3)CCCC(=O)N([C@@H](C)CO)C[C@H]2C)cc1
(4) O=C(CSc1nnc(CNC(=O)c2c(F)cccc2Cl)o1)NCCc1ccccc1
(5) CCn1c(SCC(=O)Nc2ccccc2C(=O)OC)nnc1-c1ccc(N)cc1
(6) COC(=O)C1=C(C)NC(=S)N(C(C)=O)C1c1ccccc1 (configuration not stated)
(7) COC(=O)CN(c1nc(C)cc(OC)n1)S(=O)(=O)c1ccccc1
(8) CC(=O)C1CCCN(C(=O)c2ccc3nc(Cc4cccc(Cl)c4)oc3c2)C1 (configuration not stated)

| Screen / compound no. | 1 | 2 | 3 | 4 | 5 | 6 | 7 | 8 |
| --- | --- | --- | --- | --- | --- | --- | --- | --- |
| SRC1 inh | -4 | -12 | -3 | -9 | -10 | 6 | -84 | 8 |
| C8 TRAIL sens | 3 | -1 | 1 | -25 | 15 | 5 | 2 | -5 |
| LMP1 NFkB inh | -23 | -5 | -4 | ? | 4 | 1 | 0 | -14 |
| NR2F2 inh | 4 | 0 | 14 | 5 | 7 | 15 | 11 | -11 |
| CF NFkB inh | -2 | 2 | -10 | 10 | 16 | 24 | 7 | 3 |
| SRC3 inh | -5 | 4 | -7 | -17 | 2 | 24 | 18 | 1 |
| KKLEB cytotox | 7 | 0 | 28 | 5 | -1 | 5 | -3 | 10 |
| SRC2 inh | -9 | 16 | 10 | -19 | 24 | 13 | -15 | 6 |
| LRH-1 inv ag | -1 | -6 | -15 | 9 | -2 | 12 | 10 | -3 |
| TWEAK Fn14 block | -1 | -2 | 3 | -13 | -4 | 9 | 8 | 3 |
| TROY NFkB inh | -29 | -1 | 11 | 4 | 6 | -1 | -6 | -19 |

(9) O=C(C1CCCN(S(=O)(=O)c2cnc[nH]2)C1)N1CC(=O)N(CCc2ccccc2)C(=O)C1 (configuration not stated)
(10) CN1C(=O)N(C)C(c2cccc([N+](=O)[O-])c2)C2=C1CCCC2=O (configuration not stated)
(11) CC(=O)Nc1cc(-c2ccc(C(=O)N3CCOCC3)cc2)cn2c(-c3ccccc3)cnc12
(12) CC(C)CN(C(=O)CN1C(=O)C2CCCCC2C1=O)c1c(N)n(Cc2ccccc2)c(=O)[nH]c1=O (configuration not stated)
(13) CC(CCc1ccccc1)NC(=O)COC(=O)c1cccn1C (configuration not stated)
(14) O=C(N/C(=C/c1cccs1)C(=O)N1CCOCC1)c1ccccc1
(15) Cc1cc(NC(=O)c2ccc(OCC3CCCO3)cc2)ccc1Br (configuration not stated)
(16) O=C1NC(=S)SC1=C1CCCCCC1

| Screen / compound no. | 9 | 10 | 11 | 12 | 13 | 14 | 15 | 16 |
| --- | --- | --- | --- | --- | --- | --- | --- | --- |
| SRC1 inh | -12 | -15 | -1 | -13 | -3 | 4 | -34 | -22 |
| C8 TRAIL sens | 2 | 20 | 17 | 8 | -7 | -2 | 36 | -1 |
| LMP1 NFkB inh | 6 | -5 | nt | 7 | -4 | -3 | -37 | 4 |
| NR2F2 inh | nt | 17 | -6 | -11 | -7 | 3 | 1 | 7 |
| CF NFkB inh | -4 | -2 | 23 | 1 | 6 | -11 | -10 | 3 |
| SRC3 inh | -3 | 7 | -16 | 5 | 24 | -17 | -50 | 14 |
| KKLEB cytotox | 3 | -1 | -15 | -3 | 1 | 13 | -20 | 7 |
| SRC2 inh | nt | -5 | -15 | -1 | 9 | -3 | -25 | -7 |
| LRH-1 inv ag | 27 | -10 | 12 | 9 | -15 | 6 | -66 | 12 |
| TWEAK Fn14 block | -1 | 8 | 6 | 23 | 7 | 6 | 47 | 5 |
| TROY NFkB inh | 9 | -7 | -19 | 2 | -9 | -9 | 21 | 14 |

(17) O=C(CN1C(=O)CSc2cc(S(=O)(=O)N3CCCCCC3)ccc21)NCCc1ccccc1
(18) CCOC(=O)C(CC)n1cnc2c(nnn2-c2ccccc2)c1=O (configuration not stated)
(19) COc1ccc(S(=O)(=O)N2CCN(Cc3c[nH]c4ccccc34)CC2)cc1
(20) Nc1cc2c(cc1N)-c1ccccc1C2
(21) COc1cc(/C=C/C(=O)OCC(=O)NC(=O)NC2CCCCC2)ccc1OC(F)F
(22) CCC(C)(C)n1nnnc1C(c1cccnc1)N1CCCc2ccccc21 (configuration not stated)
(23) COc1ccc(CC(=O)NC(CC(=O)O)c2ccc(OC)cc2)cc1 (configuration not stated)
(24) O=C1C(=O)C(c2ccccc2)C(=O)C1c1ccccc1 (configuration not stated)

| Screen / compound no. | 17 | 18 | 19 | 20 | 21 | 22 | 23 | 24 |
| --- | --- | --- | --- | --- | --- | --- | --- | --- |
| SRC1 inh | 8 | -8 | -15 | -57 | -33 | 15 | -9 | 2 |
| C8 TRAIL sens | 18 | -18 | -8 | 3 | -5 | -9 | -14 | -9 |
| LMP1 NFkB inh | -10 | -1 | -6 | -15 | 2 | 4 | -6 | 1 |
| NR2F2 inh | 15 | nt | -6 | -25 | 0 | -2 | -10 | 5 |
| CF NFkB inh | 2 | -27 | 9 | 8 | -28 | 2 | -5 | -31 |
| SRC3 inh | 10 | 2 | -10 | -84 | 4 | 0 | 1 | -21 |
| KKLEB cytotox | 1 | 18 | 3 | 3 | 19 | 12 | 13 | 30 |
| SRC2 inh | 8 | nt | -8 | -82 | -29 | 18 | -16 | -14 |
| LRH-1 inv ag | -16 | -3 | 13 | -120 | -20 | 6 | 7 | 4 |
| TWEAK Fn14 block | 5 | 3 | -7 | -11 | 1 | -20 | 0 | 12 |
| TROY NFkB inh | -7 | -7 | 9 | -14 | 4 | -9 | -5 | 1 |

5 records picked at random from those above, as already listed:
(22) CCC(C)(C)n1nnnc1C(c1cccnc1)N1CCCc2ccccc21 (configuration not stated)
(20) Nc1cc2c(cc1N)-c1ccccc1C2
(23) COc1ccc(CC(=O)NC(CC(=O)O)c2ccc(OC)cc2)cc1 (configuration not stated)
(21) COc1cc(/C=C/C(=O)OCC(=O)NC(=O)NC2CCCCC2)ccc1OC(F)F
(18) CCOC(=O)C(CC)n1cnc2c(nnn2-c2ccccc2)c1=O (configuration not stated)

| Screen / compound no. | 22 | 20 | 23 | 21 | 18 |
| --- | --- | --- | --- | --- | --- |
| SRC1 inh | 15 | -57 | -9 | -33 | -8 |
| C8 TRAIL sens | -9 | 3 | -14 | -5 | -18 |
| LMP1 NFkB inh | 4 | -15 | -6 | 2 | -1 |
| NR2F2 inh | -2 | -25 | -10 | 0 | nt |
| CF NFkB inh | 2 | 8 | -5 | -28 | -27 |
| SRC3 inh | 0 | -84 | 1 | 4 | 2 |
| KKLEB cytotox | 12 | 3 | 13 | 19 | 18 |
| SRC2 inh | 18 | -82 | -16 | -29 | nt |
| LRH-1 inv ag | 6 | -120 | 7 | -20 | -3 |
| TWEAK Fn14 block | -20 | -11 | 0 | 1 | 3 |
| TROY NFkB inh | -9 | -14 | -5 | 4 | -7 |

Continued.
(25) COc1ccc(/C=C/C(O)=C2/C(=O)N(C)C3(C)CC2c2ccccc2O3)cc1 (configuration not stated)
(26) CCn1cc(S(=O)(=O)NCc2ccc3c(c2)OCO3)cn1
(27) Cc1ccc(-n2nc(C)c(NS(=O)(=O)c3ccccc3)c2C)cc1C
(28) O=C(CN1CCN(c2ccc(F)cc2)CC1)Nc1nccs1
(29) COCCNC(=O)C(c1ccc(F)cc1)N(C(=O)CCC(=O)Nc1ccccn1)c1ccc(C)cc1 (configuration not stated)
(30) Cc1ccc(Nc2nc(N)c([N+](=O)[O-])c(NCCO)n2)cc1C
(31) CCOC(=O)C1=C(Nc2ccccc2)CC(C)(O)C(C(=O)OCC)C1c1ccc(Br)cc1 (configuration not stated)
(32) CC(=O)c1ccc(N2CCN(C(=O)C3CCCN(S(=O)(=O)c4cnc[nH]4)C3)CC2)cc1 (configuration not stated)

| Screen / compound no. | 25 | 26 | 27 | 28 | 29 | 30 | 31 | 32 |
| --- | --- | --- | --- | --- | --- | --- | --- | --- |
| SRC1 inh | 6 | -13 | -5 | -8 | -26 | -32 | -10 | 3 |
| C8 TRAIL sens | 9 | -21 | 3 | 0 | -11 | -7 | 8 | -6 |
| LMP1 NFkB inh | 1 | -5 | -8 | 3 | -1 | -10 | -7 | -3 |
| NR2F2 inh | 1 | 5 | 0 | -12 | 24 | -29 | 1 | 10 |
| CF NFkB inh | 7 | -17 | -4 | -3 | -4 | -1 | -4 | 2 |
| SRC3 inh | 5 | 4 | 5 | 14 | 11 | -30 | 16 | -15 |
| KKLEB cytotox | -6 | 12 | 10 | 4 | -5 | 8 | -5 | 11 |
| SRC2 inh | 16 | -25 | -14 | -36 | -4 | -6 | 21 | 6 |
| LRH-1 inv ag | 11 | 0 | -9 | 12 | 17 | -47 | 0 | 7 |
| TWEAK Fn14 block | 28 | 6 | 21 | 1 | 19 | 2 | -3 | -26 |
| TROY NFkB inh | -14 | 14 | -7 | -9 | -13 | 5 | 7 | -21 |

(33) CC1(C)C2CCC1(CS(=O)(=O)Nc1ccc(S(=O)(=O)NC3CCCCC3)cc1)C(=O)C2 (configuration not stated)
(34) O=C(O)C1CSC(c2ccco2)N1 (configuration not stated)
(35) COc1cccc(CNn2c(-c3cccc(C)c3)nc3ccccc3c2=O)c1
(36) O=S(=O)(Cc1ccc(Cl)cc1)c1ccccc1-c1nnc(-c2ccc(Cl)cc2)o1
(37) CC(C)C(Nc1ccc(C(F)(F)F)cc1[N+](=O)[O-])C(=O)O (configuration not stated)
(38) COc1cc(OC)c(NC(=O)CN(C)S(=O)(=O)c2ccc3[nH]c(=O)oc3c2)cc1Cl
(39) COCCN(C(=O)COC(=O)C1CC1C)c1c(N)n(Cc2ccccc2)c(=O)[nH]c1=O (configuration not stated)
(40) CCN1C(=O)/C(=C/c2nc3ccccc3c(=O)n2-c2ccccc2)c2ccccc21
(41) CN1CCc2c(sc(NC(=O)c3ccc4ccccc4c3)c2C(N)=O)C1
(42) CC(=O)Nc1ccc(C2=NN(Cc3nnc(-c4ccccc4)o3)C(=O)SC2)cc1

| Screen / compound no. | 33 | 34 | 35 | 36 | 37 | 38 | 39 | 40 | 41 | 42 |
| --- | --- | --- | --- | --- | --- | --- | --- | --- | --- | --- |
| SRC1 inh | -52 | 2 | -2 | -5 | -5 | 16 | -9 | -14 | -68 | -46 |
| C8 TRAIL sens | 2 | -3 | -12 | 8 | -20 | -12 | -20 | 5 | 34 | 8 |
| LMP1 NFkB inh | -3 | -5 | 8 | 1 | -11 | nt | -7 | 2 | -7 | 8 |
| NR2F2 inh | 2 | -23 | 14 | -8 | 17 | 5 | -9 | -2 | nt | -14 |
| CF NFkB inh | -13 | -21 | 4 | 40 | -10 | -8 | -8 | -5 | -36 | -20 |
| SRC3 inh | 16 | -8 | 11 | 1 | 2 | 5 | 10 | 18 | -100 | -31 |
| KKLEB cytotox | 12 | 10 | 10 | -37 | -6 | -3 | 16 | 3 | -10 | 12 |
| SRC2 inh | -30 | 0 | 16 | -8 | 5 | -12 | -10 | -30 | nt | -12 |
| LRH-1 inv ag | 12 | -30 | 4 | -9 | 2 | 7 | -2 | 17 | -128 | 4 |
| TWEAK Fn14 block | -1 | 3 | 0 | -13 | -28 | -27 | 8 | 58* | -27 | -8 |
| TROY NFkB inh | 2 | -6 | 6 | -1 | 12 | -8 | -7 | 27 | 28 | -14 |
